# Assay outcomes from PubChem.
# rTrxR1 inhibitor = qHTS Assay for Inhibitors of Mammalian Selenoprotein Thioredoxin Reductase 1 (TrxR1): qHTS. Thioredoxin reductase 1, cytoplasmic (Rattus norvegicus), O89049. recombinant rTrxR1, NADPH fluorescence consumption, selenite substrate. Potency, µM (highest dose often 114 µM), for the others: at the top dose activity change, negative = inhibition, actives largely listed as inhibitors. actives 1% (n = 390,000). AID 588453, 2011; further: potency means the concentration at half of the fitted maximal effect; on the % scale 0 is the no-effect control and ±100 the full control effect; nearly all actives have a fitted effect of over 65% in size
#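 Rat TrxR1 (90 nM in the dispensed reagent) was pre-reduced with 400 uM NADPH for 5 min at room temperature, then incubated with compound for 15 min. After 400 uM selenite was added, NADPH fluorescence (Ex 340/Em 450 nm) was followed for 8 min.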
# USP1-UAF1 inh = Inhibitors of USP1/UAF1: Primary Screen; recombinant USP1/UAF1, Ub-Rhodamine cleavage fluorescence; AID 743255, 2014; actives 0.23% (n = 390,000); Potency, µM (series often up to 57.1 µM), without a hit: at the highest dose activity change, negative = inhibition, usual class: inhibitors; Ubiquitin carboxyl-terminal hydrolase 1 (Homo sapiens), O94782; further: potency means the concentration at half of the fitted maximal effect; on the % scale 0 is the no-effect control and ±100 the full control effect; nearly all actives have a fitted effect of over 60% in size; inactives centre near -12
# Target sequence (O94782 whole entry, looked up): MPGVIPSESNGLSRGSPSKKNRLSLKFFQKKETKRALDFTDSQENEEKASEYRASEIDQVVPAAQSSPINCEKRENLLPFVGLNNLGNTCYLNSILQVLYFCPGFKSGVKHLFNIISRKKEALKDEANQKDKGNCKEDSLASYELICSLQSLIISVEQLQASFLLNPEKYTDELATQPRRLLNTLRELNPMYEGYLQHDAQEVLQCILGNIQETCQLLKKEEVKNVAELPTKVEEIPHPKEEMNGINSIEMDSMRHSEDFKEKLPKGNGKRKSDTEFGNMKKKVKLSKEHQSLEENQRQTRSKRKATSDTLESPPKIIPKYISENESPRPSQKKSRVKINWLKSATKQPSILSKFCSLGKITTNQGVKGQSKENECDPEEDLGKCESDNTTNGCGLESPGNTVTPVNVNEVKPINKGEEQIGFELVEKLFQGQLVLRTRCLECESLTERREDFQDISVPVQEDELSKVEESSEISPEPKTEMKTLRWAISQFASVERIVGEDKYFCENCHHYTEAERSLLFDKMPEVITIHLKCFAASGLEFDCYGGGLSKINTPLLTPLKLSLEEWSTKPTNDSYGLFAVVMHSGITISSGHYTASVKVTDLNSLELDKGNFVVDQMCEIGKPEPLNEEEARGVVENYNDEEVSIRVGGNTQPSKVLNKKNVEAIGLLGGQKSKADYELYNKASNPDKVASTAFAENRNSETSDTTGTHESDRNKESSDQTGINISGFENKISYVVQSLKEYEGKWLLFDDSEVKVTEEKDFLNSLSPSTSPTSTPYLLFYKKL
#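 High-throughput fluorogenic screen: 1nM USP1/UAF1 complex, Ub-Rho substrate 150nM final, 50mM HEPES pH 7.8 with 0.5mM EDTA, 0.1 mg/ml BSA, 1mM TCEP and 0.01% Tween-20.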
# GRP78 ERSR act = qHTS for Inducers of the Endoplasmic Reticulum Stress Response (ERSR) in Human Glioma: qHTS. actives 0.02% (n = 420,000). Potency, µM, for the others: at the top dose activation, most hits filed as activators. U87-MG GRP78 promoter luciferase reporter, 16 h; further: potency means the concentration at half of the fitted maximal effect; series mostly up to about 76 µM; % of control where 0% means no effect; nearly all actives have a fitted effect of over 35% in size
#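 Stably transfected U87-MG human glioma cells carrying a GRP78-based luminescent sensor were seeded at 1000 cells/well, pin-dosed with compounds and incubated 16 h. Luciferase reagent was then added, and end-point luminescence was read after 10 min at room temperature.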
# Vif-A3F inh = qHTS for Inhibitors of Vif-A3F Interactions: qHTS | HeLa A3F-eYFP + Vif (tagged APOBEC3F with the HIV-1 protein that degrades it), YFP fluorescence increase | Potency, µM (doses to about 46.1 µM), for the others: top-dose activity, negative = active | actives 0.2% (n = 390,000); further: potency means the concentration at half of the fitted maximal effect; % of control where 0% means no effect; nearly all actives have a fitted effect of over 65% in size
#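 HeLa cells stably expressing A3F-eYFP plus Vif, plated and incubated overnight at 37 deg C, then exposed to compounds overnight at 37 deg C. Blocked degradation read as raised yellow fluorescence (Ex 488/Em 500-530).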
# LDHA block = qHTS assay for inhibitors of human lactate dehydrogenase; L-lactate dehydrogenase A chain (Homo sapiens), P00338; purified LDHA, NADH/diaphorase-resazurin fluorescence; active compounds read low; activity change, % (values are at about 110 or 230 µM); actives 0.15% (n = 480,000); AID 1347041, 2019; in the data active means activity change below about -30%; inconclusive means mostly about -25% to -30%;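 further: plate controls were DMSO wells for no effect and wells without enzyme for full effect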
#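 Enzyme activity of human lactate dehydrogenase 5 (2 nM; 0.06 mM NADH, 0.2 mM pyruvate, 5 min, RT) is measured via a resazurin/diaphorase fluorescence readout of residual NADH.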
# IDH1 R132H inh = qHTS for Inhibitors of mutant isocitrate dehydrogenase 1 (IDH1): qHTS | Isocitrate dehydrogenase [NADP] cytoplasmic (Homo sapiens), O75874 | IDH1-R132H enzyme, NADPH consumption, diaphorase/resazurin fluorescence | Potency, µM (highest dose often 76.6 µM), for inactives: top-dose activity change, negative = inhibition, hits mostly inhibitors | actives 0.093% (n = 390,000); further: potency means the concentration at half of the fitted maximal effect; on the % scale 0 is the no-effect control and ±100 the full control effect; nearly all actives have a fitted effect of over 65% in size
#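 IDH1-R132H (0.5 ug/mL) preincubated 30 min with compound, then NADPH (0.016 mM) and alpha-KG (2 mM) added; 80 min at RT, pH 7.5. Remaining NADPH coupled via diaphorase/resazurin to fluorescence (540/590 nm); concentration-response curves normalized to no-enzyme control.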
# RGS4 inhibitor = Inhibitors of Regulator of G Protein Signaling (RGS) 4: qHTS; Regulator of G-protein signaling 4 (Homo sapiens), P49798; Transcreener GDP fluorescence polarization, RGS4-accelerated GTP hydrolysis; AID 504845, 2011; Potency, µM (series often up to 114 µM), for inactives: at the top dose activity change, negative = inhibition, most hits filed as inhibitors; actives 0.039% (n = 390,000); further: potency means the concentration at half of the fitted maximal effect; on the % scale 0 is the no-effect control and ±100 the full control effect; nearly all actives have a fitted effect of over 75% in size; some results filed as inactive show a strong effect at the top dose
# Target sequence (P49798 whole entry, looked up): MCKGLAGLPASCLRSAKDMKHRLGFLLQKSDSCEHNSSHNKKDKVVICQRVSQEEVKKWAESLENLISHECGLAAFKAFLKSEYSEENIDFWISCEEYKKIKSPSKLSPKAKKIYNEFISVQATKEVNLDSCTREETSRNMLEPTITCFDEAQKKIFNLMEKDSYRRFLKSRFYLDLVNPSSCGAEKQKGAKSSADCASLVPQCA
#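 MLSMR compounds (23 nl, pin-transferred) preincubated 10 min at room temperature with a 500nM (2x) first reagent, then RGS4 at 900nM (2x) plus Transcreener GDP mix added; fluorescence polarization (620/688 nm) read before and after 90 min at 30 °C.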
# Vif-A3G inh = qHTS for Inhibitors of Vif-A3G Interactions: qHTS; DNA dC->dU-editing enzyme APOBEC-3G (Homo sapiens), Q9HC16; HeLa A3G-eYFP + Vif (tagged APOBEC3G with the HIV-1 protein that degrades it), YFP fluorescence, overnight; Potency, µM (top dose mostly 46.1 µM), for inactives: at the top dose activity, negative = active, hits mostly inhibitors; actives 0.076% (n = 410,000); AID 602310, 2012;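 further: potency means the concentration at half of the fitted maximal effect; on the % scale 0 is the no-effect control and ±100 the full control effect; nearly all actives have a fitted effect of over 60% in size; hits raise eYFP signal because A3G escapes Vif-driven loss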
#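 HeLa cells stably expressing Vif and C-terminally eYFP-tagged A3G, seeded overnight at 37 deg C, then exposed to compound by pintool overnight at 37 deg C. Rise in yellow fluorescence (Ex 488/Em 500-530, Acumen) marks blocked Vif-driven A3G degradation.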
# TrxR1 substrate = qHTS Assay for Substrates of Mammalian Selenoprotein Thioredoxin Reductase 1 (TrxR1): qHTS | Thioredoxin reductase 1, cytoplasmic (Rattus norvegicus), O89049 | purified TrxR1 substrate turnover, NADPH consumption readout | Potency, µM (doses to about 114 µM), for the others: top-dose activity change, negative = substrate turnover | actives 0.01% (n = 390,000) | AID 588456, 2011; further: potency means the concentration at half of the fitted maximal effect; on the % scale 0 is the no-effect control and ±100 the full control effect; nearly all actives have a fitted effect of over 50% in size
#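 Rat TrxR1, dispensed at 90 nM, was prereduced with 400 uM NADPH (final) for 5 min at ~22 deg C, then incubated with compound 15 min before 400 uM selenite. A first-read NADPH fluorescence drop versus no-compound background flagged substrates.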
# * marks the source's active call; other numbers are inactive results; ? = inconclusive; nt = no result given; & = joins results of further samples; [ ] = another dose, or the depositor's remark. Unless noted, the call rests on the fitted dose curve; in most records, active means well fitted curve in the direction sought with a large enough effect; inconclusive means small, poorly fitted or top-dose-only effect, or another doubt; inactive means no such curve, though single readings can be large; an effect the other way counts as inactive or inconclusive. A portion of the library (hit frequency here may not be typical).
SMILES,rTrxR1 inhibitor,USP1-UAF1 inh,GRP78 ERSR act,Vif-A3F inh,LDHA block,IDH1 R132H inh,RGS4 inhibitor,Vif-A3G inh,TrxR1 substrate
CC1CC(C)CN(C(=O)Cn2c(=O)c3cccn3c3cccnc32)C1 (stereo not given),6%,-16%,-7%,-4%,0,2%,21%[11.4 µM],1%,14%
COc1ccc(/C=C(\NC(=O)c2ccc(OCC(C)C)cc2)C(=O)OCc2ccco2)cc1,-28%,-26%,-3%,-8%,0,9%,-23%,1%,-17%
CCN1C(=O)[C@H]2[C@@H](c3ccc(-c4ccc(F)cc4)cc3)N[C@@](Cc3ccccc3)(C(=O)OC)[C@H]2C1=O,-3%[57.1 µM],-27%,0%,2%,-1,2%,-3%,?,-2%[57.1 µM]
CC(C)c1ccc(Nc2cc(C(=O)NCCc3ccccc3)c3ccccc3n2)cc1,-5%,-8%,0%,-5%,-3,-9%,-12%,-2%,27%
CC(C)(C)c1cc(/C=N/O)cc(C(C)(C)C)c1O,-11%,-20%,-8%,9%,-24&1,3%,22%,-4%,-11%
CC(=O)c1ccc(-c2cccs2)s1,?,-17%,6%,-4%,-2,-7%,-21%,-8%,989%[activator]
Cc1cc(C(F)F)n2nc(C(=O)Nc3cccc(Cl)c3C)nc2n1,13%,-26%,0%,-5%,-1,5%,-15%,-8%,-7%
COc1ccccc1CNC(=O)C1CCCN(S(=O)(=O)c2ccc3c(c2)oc(=O)n3C)C1 (stereo not given),4%,-21%,-3%,2%,3,17%,27%,1%,-1%
O=C(Nc1ccc2c(c1)C(=O)NC2=O)c1ccccc1Cl,16%,-28%,-5%,3%,-2,-3%,-2%,-6%,49%[activator]
CCOC(=O)N1CCC(Nc2ccc(N3C(=O)C4CCCCC4C3=O)cc2[N+](=O)[O-])CC1 (stereo not given),0%,1%,-3%,-3%,-3,3%,16%,-1%,-6%
COc1ccc(C(C)=NNC(=O)c2cccc(S(=O)(=O)N3CCCC3)c2)cc1,8%,5%,0%,-11%,-6,1%,-21%,-1%,0%
COc1ccc(CN2CCNC(=O)C2CC(=O)N(C)Cc2ccncn2)c(OC)c1 (stereo not given),19%[57.1 µM],-21%,-3%,-3%,-2,6%,-17%,0%,5%[57.1 µM]
CCN(CC(=O)Nc1ccccc1OC)C(=O)c1cc(S(=O)(=O)N2CCCCCC2)ccc1OC,15%,-21%,-3%,6%,-1,2%,0%,-1%,12%[57.1 µM]
COC(=O)Cn1c(=O)oc2ccc(C)cc21,15%[57.1 µM],-15%,-4%,4%,-11,-8%,?,0%,7%[57.1 µM]
Cc1cc(C(=O)N/N=C/c2cn(C)nc2C)c2ccccc2n1,30%,-20%,2%,1%,-2,-3%,-3%,0%,6%

# Fetched by compound from the entries so far, three records:
SMILES,rTrxR1 inhibitor,USP1-UAF1 inh,GRP78 ERSR act,Vif-A3F inh,LDHA block,IDH1 R132H inh,RGS4 inhibitor,Vif-A3G inh,TrxR1 substrate
CCOC(=O)N1CCC(Nc2ccc(N3C(=O)C4CCCCC4C3=O)cc2[N+](=O)[O-])CC1 (stereo not given),0%,1%,-3%,-3%,-3,3%,16%,-1%,-6%
Cc1cc(C(=O)N/N=C/c2cn(C)nc2C)c2ccccc2n1,30%,-20%,2%,1%,-2,-3%,-3%,0%,6%
CCN(CC(=O)Nc1ccccc1OC)C(=O)c1cc(S(=O)(=O)N2CCCCCC2)ccc1OC,15%,-21%,-3%,6%,-1,2%,0%,-1%,12%[57.1 µM]

# New compounds follow.
SMILES,rTrxR1 inhibitor,USP1-UAF1 inh,GRP78 ERSR act,Vif-A3F inh,LDHA block,IDH1 R132H inh,RGS4 inhibitor,Vif-A3G inh,TrxR1 substrate
COc1ccc(-c2c(C)n([O-])c(C)c(C)[n+]2=O)cc1,-15%,-4%,-2%,-3%,-4,6%,3%[11.4 µM],-2%,-13%
CN(C(=O)Cc1csc(-c2ccccc2)n1)c1c(N)n(Cc2ccccc2)c(=O)[nH]c1=O,9%,-12%,-2%,2%,-3,1%,-7%,0%,-4%
Cc1nn(C)c2c1c(C(F)(F)F)cc(=O)n2CC(=O)N1CCCCC1C (stereo not given),7%[57.1 µM],?,-2%,3%,-4,-8%,-9%,-4%,14%[57.1 µM]
O=C(C[C@@H]1C/C=C\C[C@H](Cc2ccc(F)cc2)C(=O)OC[C@H]2CCCN2C1=O)N[C@H](CO)Cc1ccccc1,-14%[57.1 µM],-16%,-1%,-5%,-2,-3%,-12%,-2%,-2%[57.1 µM]
NC1=C([N+](=O)[O-])C(c2ccc3c(c2)OCO3)C2=C(CCCC2=O)O1 (stereo not given),-15%,-14%,-6%,0%,3,0%,-27%,2%,0%
Cc1nc(N2CCN(c3ccccn3)CC2)c2c(C)c(C(=O)Nc3c(C)cc(Br)cc3C)sc2n1,36%,-27%,-3%,7%,-2,0%,3%,0%,28%
COc1cc(CN2CCC(C(=O)NC3CCCC3)CC2)cc(Br)c1O,17%,5%,-2%,-5%,-14,11%,25%,0%,11%
O=[N+]([O-])c1ccc(Cl)c(S(=O)(=O)N2CCCCCC2)c1,-6%,-17%,-5%,-8%,0,4%,-6%,-1%,-2%
Cc1nnc(NC(=O)CN2CCN(Cc3ccccc3Cl)CC2)s1,12%,-13%,-3%,1%,-1,-4%,-9%,2%,3%
Cc1cc(C(=O)CSc2nncs2)c(C)n1-c1c(C)n(C)n(-c2ccccc2)c1=O,-4%,-23%,-2%,5%,-1,0%,-20%,5%,-2%
CC(O)(c1ccccc1)[N+]1(CC(=O)c2ccccc2)C=CC=C1 (stereo not given),7%,nt,0%,nt,-2,nt,nt,0%,-4%
CC(C)(C)c1ccc(C(=O)N2CCNCC2)cc1,-23%,4%,-5%,0%,-3,-3%,16%,1%,-10%
Cc1ccc(NC(=O)c2ccccc2[N+](=O)[O-])nc1,-11%,-12%,1%,-4%,0,6%,2%,?,-4%
COc1ccc(C(CNC(=O)c2ccco2)N2CCCC2)cc1 (stereo not given),28%,-10%,4%,6%,-1,-5%,19%,0%,9%
CCOC(=O)NN1C(=O)c2ccccc2NC1(C)C,37%[activator],5%,5%,1%,-10,9%,1%,3%,235%[activator]
CN(C)c1nc(-c2cccs2)cc(C(F)(F)F)c1C#N,59%,-25%,0%,?,0,9%,-7%,-12%,42%
CC(=O)Oc1c(S(=O)(=O)c2ccc(C)cc2)c(C)nn1-c1ccccc1,-10%[57.1 µM],5%,-6%,-9%,-2,0%,-8%,0%,0%[57.1 µM]
COC(CNC(=O)C(=O)NCC1OCCN1C(=O)c1ccc(Cl)cc1)OC (stereo not given),20%[57.1 µM],-19%,-2%,1%,-3,4%,28%,1%,3%[57.1 µM]
COc1cc(/C=N/NC(=O)c2cccs2)ccc1OCc1ccccc1,-21%,-8%,1%,-4%,0,0%,-19%,0%,-12%
Cc1cc(C(=O)N/N=C/c2cc([N+](=O)[O-])cc(C)c2O)n[nH]1,2%,-9%,-6%,3%,0,-6%,8%[11.4 µM],3%,-11%
COc1ccc(C(C(=O)NC(C)C)N(C(=O)CCC(=O)Nc2nccs2)c2ccccc2F)cc1 (stereo not given),13%[11.4 µM],-10%,-5%,-15%,-8,-3%,?,-3%,6%[57.1 µM]
COc1ccc(/C(C)=N/NC(=O)c2ccc3nc[nH]c3c2)cc1,6%,-21%,3%,5%,-1,4%,-19%,0%,-3%
CCCn1c(=O)n(C)c(=O)c2c(SCc3cc(C(C)=O)ccc3OCC)nc(C3CC3)nc21,31%,-21%,-5%,0%,-1,-1%,-21%,-1%,11%
C=CCN(C(=O)c1csnn1)C(C(=O)NCc1ccc(F)cc1)c1ccc(F)cc1 (stereo not given),16%,-15%,-5%,1%,-5,-12%,-17%,-2%,3%
Cc1cc(-c2ccccc2)nc(SCC(=O)c2cccc([N+](=O)[O-])c2)n1,8%,-26%,-4%,-5%,-1,7%,-33%,-14%,-3%
CN1CCN(c2ccc(Nc3ccnc4cc(Cl)ccc34)cc2)CC1,0%,-8%,-6%,2%,-4,0%,9%,8%,-8%
CCOc1ccc(NC(=O)CSc2ccc(-c3ccccn3)nn2)cc1,-9%,-9%,-5%,-2%,-9,2%,-4%,-1%,-6%
COc1ccc(NC(=S)N/C(=N/S(=O)(=O)c2ccc(C)cc2)c2ccccc2)cc1,22µM*,-17%,6%,?,0,6%,-27%,-7%,-2%
